# Bioassay records (PubChem)
# ERp5 inh = inhibitors of ERp5-driven insulin aggregation, primary screen, biochemical, turbidity, absorbance 650 nm, single point | 90 min | inhibition, % at 9.99 µM | hit rate 0.05% among 350,000 | AID 651711, 2012;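 active = mean replicate inhibition above about 25%, with every replicate also reaching it, limit read from the data, passing the limit was not always enough; inconclusive = only one of those two criteria met; inactive = neither criterion met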
# Target sequence (Q15084 whole entry, looked up): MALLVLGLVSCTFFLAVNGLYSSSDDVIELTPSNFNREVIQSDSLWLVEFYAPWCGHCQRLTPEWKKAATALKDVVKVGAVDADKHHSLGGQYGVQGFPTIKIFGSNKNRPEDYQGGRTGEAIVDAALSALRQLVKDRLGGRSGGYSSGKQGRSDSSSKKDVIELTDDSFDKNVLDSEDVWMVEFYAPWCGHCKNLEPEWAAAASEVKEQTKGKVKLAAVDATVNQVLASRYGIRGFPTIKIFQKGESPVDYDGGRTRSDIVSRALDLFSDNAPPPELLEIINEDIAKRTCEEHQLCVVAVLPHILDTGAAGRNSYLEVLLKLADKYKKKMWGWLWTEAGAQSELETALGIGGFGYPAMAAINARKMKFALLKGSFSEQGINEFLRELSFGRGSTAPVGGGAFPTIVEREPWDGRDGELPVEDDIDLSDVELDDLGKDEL
# ARNT TACC3 PPI = disruptors of ARNT/TACC3 protein interaction, primary screen, biochemical, AlphaScreen, single concentration | AlphaScreen His-ARNT PAS-B/GST-TACC3 binding, luminescence; TACC3 fragment carries E629A point mutation | inhibition, % at 9.99 µM | hit rate 0.66% among 390,000 | AID 623870, 2012;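 active = mean inhibition of replicates at least 50% and at least half of replicates each reaching 50%; inconclusive = half or more replicates reach 50% but mean below 50%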;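 note: 0% = complete ARNT plus TACC3 wells and 100% = ARNT alone without TACC3; many hits fall short of the cut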
# RAD54 branch = inhibitors of human RAD54 branch migration, primary screen, biochemical, fluorescence, single point. inhibition, % at 10.4 µM. hit rate 0.14% among 360,000. DNA repair and recombination protein RAD54-like (Homo sapiens), Q92698. RAD54 Holliday junction branch migration, FAM/BHQ fluorescence. AID 602329, 2012;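 active = mean normalized replicate activity at least 40 and at least half of replicates scoring 40 or more; inconclusive = only one of the two criteria met; inactive = mean below 40 and under half of replicates reaching 40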;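 note: 0% = median of neutral control wells and 100% = median of positive control wells; inhibitors cause a drop in the FAM fluorescence signal; in these data hits start at about 50%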
# CASP6 VEID inh = human caspase-6 inhibitors, primary screen, biochemical, VEID-R110 fluorescence, single point, set 2 | P55212 | purified caspase-6, Z-VEID-R110 cleavage fluorescence | inhibition, % at 12.5 µM | hit rate 0.53% among 350,000;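 active = mean inhibition across replicates at least about 35%, with every replicate also reaching that limit, limit read from the data; inconclusive = only one of the two criteria met; inactive = neither criterion met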;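 note: 0% = median of neutral control wells and 100% = no fluorescence left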
# Target sequence (P55212 24-179 limits assumed): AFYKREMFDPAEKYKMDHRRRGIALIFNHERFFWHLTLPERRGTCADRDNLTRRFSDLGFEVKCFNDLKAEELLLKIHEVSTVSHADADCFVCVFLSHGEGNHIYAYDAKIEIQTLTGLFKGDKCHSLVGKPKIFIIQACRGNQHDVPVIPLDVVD
# Target sequence (P55212 194-293 limits assumed): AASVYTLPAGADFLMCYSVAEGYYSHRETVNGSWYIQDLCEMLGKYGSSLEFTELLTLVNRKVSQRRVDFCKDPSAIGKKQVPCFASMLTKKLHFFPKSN
# E-sel inducer = E-selectin induction in HUVECs, primary screen, imaging, HUVEC, immunofluorescence imaging, single point. P16581. normalized: neutral wells 0, TNF-alpha wells 100. activation, % at 7.58 µM. hit rate 0.37% among 260,000. AID 686992, 2013;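 active = mean E-selectin-positive cell signal at least 10% of the positive control, reached in at least 60% of replicates, without over 20% cell loss; inconclusive = no rule given, readout overlaps actives, possibly toxicity-flagged; inactive = the rest, including those meeting only one limit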;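 note: in these data hits start at about 27%; measured in HUVEC primary endothelial cells; signal is the percent of cells scored E-selectin positive by PE staining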
#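 material = human umbilical vein endothelial cells (HUVEC), E-selectin induction | quantity = 3,000 cells/well | medium = EGM-2 growth medium on 0.1% gelatin-coated wells | technique = immunofluorescence imaging | read-out basis = % PE-positive cells | control set = TNF-alpha positive control, DMSO neutral control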
# PglD DTNB = C. jejuni PglD acetyltransferase inhibitors, primary screen, biochemical, DTNB colorimetric, single point; inhibition, % at 12.5 µM; hit rate 0.098% among 360,000; purified PglD enzyme, DTNB colorimetric CoA detection; UDP-N-acetylbacillosamine N-acetyltransferase PglD (Campylobacter jejuni); AID 602405, 2012; in the data active = inhibition above about 16%, passing the limit was not always enough; inconclusive = no clear call, values can overlap the other calls; note: strong numbers were not always called active
# esBAF inh = Bmi1 luciferase reporter increase in mESCs, primary screen, esBAF inhibitor project, mouse ES cells, Bmi1 luciferase knock-in, single point; 24 h; 100% = twice the neutral-well signal; reporter increase, % at 12.5 µM; hit rate 2% among 350,000; AID 602393, 2012; in the data active = activation above about 40%; inconclusive = no clear call, values can overlap the other calls;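 note: 0% = median of the plate's neutral control wells and 100% = double that signal; a rise in the Bmi1 reporter signal indicates esBAF inhibition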
# RAD52 anneal inh = RAD52 DNA annealing inhibitors, primary screen, biochemical, FRET, single point, set 2 | DNA repair protein RAD52 homolog (Homo sapiens), P43351 | recombinant RAD52 DNA annealing, FRET fluorescence | inhibition, % at 18.7 µM | hit rate 0.46% among 360,000;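 active = every replicate showing at least 50% inhibition; inconclusive = mean inhibition at least 50% but not in every replicate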
# Starred values were filed as active, the others as inactive; u = inconclusive; x = not tested or not shown; & = joins results of further samples.
SMILES,ERp5 inh,ARNT TACC3 PPI,RAD54 branch,CASP6 VEID inh,E-sel inducer,PglD DTNB,esBAF inh,RAD52 anneal inh
COc1ccc(NC(=O)CCCCn2c(=O)[nH]c3ccccc3c2=O)cc1,x,-8,-14,x,x,4,10,x
Cc1ccc(CCNS(=O)(=O)c2cnc[nH]2)cc1,x,-4,5,x,x,-3,10,x
C[C@@H]1CCCCO[C@H](CN(C)Cc2ccc(C(F)(F)F)cc2)[C@H](C)CN([C@@H](C)CO)C(=O)c2cc(NC(=O)Cc3ccccc3)ccc2O1,11,4,1&-7,0,x,-2&6,3&0,-35
C[C@@H]1CN([C@H](C)CO)C(=O)c2cccc(NC(=O)CCCCCC(=O)Nc3ccccc3N)c2O[C@H]1CN(C)C,-4,x,x,-10,u,x,x,4
CCN(CC)CCCC(C)NC(=O)c1cc(=O)c2ccccc2o1 (centres undefined),3,-4,x,-23,-0.1,x,x,-21
O=C(C[C@H]1C/C=C/CC[C@@H](Cc2ccc(F)cc2)C(=O)O[C@@H](c2ccccc2)CNC1=O)NCCO,3,-5,3,-1,-0.3,3,2,-3
CCN(C(=O)C1CSC2(C)CCC(=O)N12)c1nc2c(C)cccc2s1 (centres undefined),1,-10,-8,1,-0.2,0,-1,-12
CCNC(=O)COC(=O)c1cc(S(=O)(=O)N2CCCc3ccccc32)ccc1Cl,2,-9,x,2,0.0,x,-12,-24
CCC(C)n1cnc2c(=O)oc3ccccc3c21 (centres undefined),5,-44,1,2,x,0,-5,-2
COc1ccc(C(=O)Nc2ccc3ccccc3n2)c(OC)c1OC,-8,-3,-5,-3,0.1,-2,-65,-5
O=C(CSc1nc(O)c(C2CCCCC2)c(=O)[nH]1)Nc1ccc(F)cc1,2,-2,-16,7,0.0,2,15,-8
Cc1cccnc1NC(=O)c1ccc2c(c1)NC(=O)C(C)S2 (centres undefined),4,0,5,2,x,5,15,-10
O=C(O)COc1ccccc1Cc1ccccc1,x,-5,-2,x,x,-4,-6,x
CN(Cc1ccccc1)S(=O)(=O)c1ccc(N2CCOCC2)nc1,4,0,-4,4,1.3,-4,-8,-11
CCc1c(O)nc(SCC(=O)Nc2ccccc2C)[nH]c1=O,x,-9,-19,x,x,0,-8,x
O=C(COC(=O)c1cccc(F)c1)NC1CC1,4,3,x,-4,4.8,x,x,-14
O=C(CN1CCN(S(=O)(=O)c2ccc(F)cc2)CC1)NCC1(N2CCOCC2)CCCCC1,-4,5,11,0,x,-5,-4,-12
C[C@@H]1CN([C@H](C)CO)S(=O)(=O)c2ccc(C#Cc3ccccc3)cc2O[C@@H]1CN(C)S(C)(=O)=O,-7,-3,-6,1,0.0,0,6,-28
COc1cc(S(=O)(=O)N2CCOCC2)ccc1NC(=O)CSc1nnc(N)s1,x,3,5,x,x,-2,-1,x
CNc1cccc(-c2ccc(N3CCN(C)CC3)nc2)n1,-4,x,9,-4,-0.1,5,17,1
CCOc1ccc(CN2C(=O)c3ccccc3C2=O)cc1C(=O)O,-5,2,-4,-1,x,-1,-5,-7
CCCCNC(=O)NS(=O)(=O)c1ccc(NS(=O)(=O)c2ccccc2)cc1,x,-4,4,x,x,-1,-3,x
C[C@@H]1CN([C@H](C)CO)C(=O)c2cccc(NC(=O)c3nc4ccccc4s3)c2O[C@@H]1CN(C)Cc1ccncc1,3,6,5,6,x,2,9,-21
COc1ccc(OC)c(C2C(C(C)=O)=C(C)Nc3ncnn32)c1 (centres undefined),3,-2,0,-2,1.7,-1,-3,-6
Cc1cc(CC(C)C)n(-c2nc3ccccc3c(=O)n2OCc2ccccc2)n1,x,-2,-4,x,x,-1,16,x
# Next part
SMILES,ERp5 inh,ARNT TACC3 PPI,RAD54 branch,CASP6 VEID inh,E-sel inducer,PglD DTNB,esBAF inh,RAD52 anneal inh
COc1ccc(C)cc1S(=O)(=O)N1CCC(C(=O)N2CCOCC2)CC1,x,1,-4,x,-2.5,8,1,x
COc1ccc(S(=O)(=O)Nc2ccc3c(c2)C(=O)N([C@H](C)CO)C[C@@H](C)[C@@H](CN(C)S(=O)(=O)c2ccc(C)cc2)O3)cc1,-3,6,5,1,-0.7,2,-2,-19
CCc1ccc(NC(=O)NCc2ccccn2)cc1,7,10,4,3,-0.1,2,13,-3
CO[C@@H]1CN(C)C(=O)c2ccc(NC(=O)C3CC3)cc2OC[C@H](C)N(C(=O)CN2CCOCC2)C[C@H]1C,-1,-7,0,-2,0.1,0,-7,0
Cc1ccc(S(=O)(=O)NCCC(=O)N2CCN(S(=O)(=O)c3cccc(F)c3)CC2)cc1C,-4,-4,x,-1,1.6,x,x,-13
O=C(O)CCC(=O)N1N=C(c2ccco2)CC1c1ccco1 (centres undefined),0,-3,8,41*,x,6,-6,1
CC(C)(C)n1nnnc1C(c1cccc(C(F)(F)F)c1)N1CCOCC1 (centres undefined),2,4,x,-3,x,x,x,9
CC1CC(C)CN(CCCNC(=O)Cc2c(C(=O)O)[nH]c3ccccc23)C1 (centres undefined),x,5,4,x,x,-1,-17,x
CC1CCc2nc(NC(=O)c3cc(C(C)(C)C)nn3C)sc2C1 (centres undefined),2,0,-1,-1,2.6,0,35,-10
CC1(C(=O)NS(=O)(=O)c2ccc(F)cc2F)CCN1C(=O)CC(c1ccccc1)c1ccccc1 (centres undefined),11,x,2,-1,-0.8,3,-1,-13
CC(C)(C)c1ccc(C(=O)NCCCNC(=O)c2cccnc2)cc1,3,-4,-2,1,-0.2,-4,47*,-5
CC(N)c1csc(NC(=O)c2cc(C(C)(C)C)nn2Cc2ccccc2)n1 (centres undefined),-1,x,10,-5,0.1,-3,-10,-5
C[C@H](CO)N1C[C@H](C)[C@H](CN(C)C(=O)C2CCOCC2)Oc2ncc(-c3ccccc3F)cc2C1=O,-8,-4,8,-2,-0.2,4,-1,8
O=c1[nH]c2cc(F)ccc2c2ccc(F)cc12,4,0,x,1,-0.2,x,x,-18
O=C(C[C@@H]1CC[C@@H]2[C@H](COC[C@@H](O)CN2Cc2cccc(Cl)c2)O1)NCc1cccc(F)c1,-5,13,0,-2,0.1,0,-2,1
COc1ccc(C(=O)OCC(=O)N2CCc3ccccc3C2)cc1OC,-1,3,-8,2,-0.2,-7,-5,-16
CC(C)N(Cc1ccc(F)cc1)C(=O)c1cc2ccccc2oc1=O,5,-1,2,0,x,-6,47*,-7
COC(=O)c1ccccc1NC(=O)c1ccccc1SC,x,-4,-4,x,x,-3,-4,x
Nc1ccc(C#Cc2ccc3sc4ccccc4c(=O)c3c2)cc1,1,9,-8,-2,0.4,0,43*,-17
CCOC(=O)NC(NC(=S)Nc1ccc(OC)cc1)C(Cl)(Cl)Cl (centres undefined),0,-2,x,0,x,x,x,-5
Cc1cc(C)cc(NC(=O)CSc2nnc(CNC(=O)c3ccco3)n2C)c1,2,x,-3,1,x,0,-4,-20
CCOc1cc2[nH]c(=O)n(CC3CCC(C(=O)NCCC(C)C)CC3)c(=O)c2cc1OCC (centres undefined),1,2,x,-1,0.0,x,-1,1
COc1cccc(N2C(=O)CC(N3CCc4ccccc43)C2=O)c1 (centres undefined),x,4,-1,x,x,-3,26,x
O=C1NC(c2ccccc2)=NC1(NS(=O)(=O)c1ccc(Cl)cc1)C(F)(F)F (centres undefined),x,-8,2,x,x,-6,-7,x
COc1cccc(CN(C)C(=S)Nc2ccc(C)c(C)c2)c1,1,-2,x,0,0.8,x,4,-26
# Additional entries
SMILES,ERp5 inh,ARNT TACC3 PPI,RAD54 branch,CASP6 VEID inh,E-sel inducer,PglD DTNB,esBAF inh,RAD52 anneal inh
CCC(Sc1nc2ncccc2[nH]1)C(=O)NC1CCCC1 (centres undefined),-1,5,-19,-1,0.0,-1,-10,-65
CCCNC(=O)N(C)C[C@@H]1Oc2cc(-c3cncnc3)ccc2S(=O)(=O)N([C@@H](C)CO)C[C@@H]1C,0,15,-1,0,0.2,-1,-1,-1
COc1cc2cnc(-c3ccccc3F)cc2cc1OC,1,5,7,3,0.0,0,21,-19
CCCCCCCCCCS(=O)(=O)N/N=C/c1ccccc1OC,x,2,-6,x,x,0,-5,x
CC=Cc1ccc2n(c1=O)C[C@H]1[C@H](CO)[C@@H](C(=O)N3CCCCC3)N(Cc3ccccn3)[C@@H]21 (mixture of isomers),2,26,-2,2,-0.1,-1,-3,-103
COc1ccc(CN(C)C[C@H]2Oc3ccc(NS(C)(=O)=O)cc3C(=O)N([C@@H](C)CO)C[C@@H]2C)cc1,-1,-6,-20,1,-9.6,9,3,2
Nc1nonc1C(=O)NCCNc1ccc([N+](=O)[O-])cn1,-5,1,x,0,0.4,x,x,-12
COc1ccc([C@H]2C=C3CN(C(=O)OC(C)(C)C)S(=O)(=O)[C@H]3C[C@H]2OC(=O)c2ccc(C(F)(F)F)cc2)cc1,x,1,-5,x,-0.1,2,-3,x
O=c1cc(/C=C/c2c(F)cccc2Cl)[nH]c2ccccc12,x,0,-1,x,1.0,12,x,x
COCC(=O)Nc1ccc2c(c1)C(=O)N(C)[C@@H]1CC[C@@H](CC(=O)NCc3ccccc3)O[C@@H]1CO2,-3,-4,-5,-1,0.2,-2,-5,8
C[C@@H]1CN([C@@H](C)CO)C(=O)Cc2cc(NC(=O)Nc3ccc(C(F)(F)F)cc3)ccc2O[C@H]1CN(C)S(=O)(=O)c1ccc(Cl)cc1,-2,x,x,-1,0.2,x,2,-2
c1ccc2cc(C3OCC4(CCCC4)CO3)ccc2c1,-1,x,8,-1,-0.1,2,71*,-1
CC(C)(C)c1ccc(C(=O)Nc2ccc(CN3CCS(=O)(=O)CC3)cc2)cc1,3,-8,x,0,-0.2,x,17,-2
Cc1ccc(S(=O)(=O)Nc2ccc3c(c2)C(=O)N([C@@H](C)CO)C[C@H](C)[C@@H](CN(C)Cc2ccc(-c4ccccc4)cc2)O3)cc1,-2,-1,-4,0,-4.9,-2,7,-18
COc1ccc(CN(C)C[C@@H]2Oc3ccc(NS(=O)(=O)c4ccccc4)cc3CC(=O)N([C@@H](C)CO)C[C@@H]2C)cc1,1,1,-1,x,-0.3,6,-1,15
COc1ccc(N(CC(=O)Nc2ccccc2SC)S(C)(=O)=O)cc1OC,x,-3,-2,x,x,-1,0,x
CCCCn1c(=O)[nH]c(=O)c2c1nc(-c1ccccn1)n2CC,0,17,-12,-5,x,-3,-1,-33
O=C(CSc1ccsc1[N+](=O)[O-])NCc1ccco1,2,x,x,46*,0.9,x,x,-22
CN(C(=O)c1cccc(NC(=O)Cc2ccc(NC(=O)C3CCN(C(=O)C4CCCC4)CC3)cc2)c1)C1CCC1,10,-3,5,7,-0.2,0,2,-2
O=C(CSc1nnc(Nc2ccccc2)s1)NC1CCS(=O)(=O)C1 (centres undefined),-9,12,x,6,-0.6,x,x,-7

# An excerpt from above, reduced to ARNT TACC3 PPI.
compound	ARNT TACC3 PPI
CN(C(=O)c1cccc(NC(=O)Cc2ccc(NC(=O)C3CCN(C(=O)C4CCCC4)CC3)cc2)c1)C1CCC1	-3
O=C(CSc1nnc(Nc2ccccc2)s1)NC1CCS(=O)(=O)C1 (centres undefined)	12
